Screening results (PubChem)
ALOX12 inh: ALOX12 (human) lipoxygenase inhibition; P18054; purified 12hLO, xylenol orange hydroperoxide absorbance; Potency, µM (doses to about 108 µM), inactives show at the highest dose activity change, negative = inhibition, usual class: inhibitors; 580,000 compounds, 1.1% hits; further: potency means the concentration at half of the fitted maximal effect; on the % scale 0 is the no-effect control and ±100 the full control effect
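Purified human 12hLO at 150 nM in 25 mM Hepes, 0.01% Triton X-100, pH 7.0, preincubated 15 min at room temperature with compound. Reaction started with 40 uM arachidonic acid, 30 min at room temperature. Hydroperoxide measured by Fe-xylenol orange, 573/405 nm absorbance ratio.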
ERG-DNA inh: blocks human ERG Ets domain binding to DNA; P11308; fluorescence polarization, His-ERG Ets domain / labelled DNA; Potency, µM (highest dose often 76.9 µM), inactives show at the top dose FP activity, negative = inhibition, usual class: inhibitors; 370,000 compounds, 0.028% hits; active means well fitted inhibition curve with a large enough effect in the polarisation, with a control signal flat; inconclusive means small, poorly fitted or top-dose-only effect, or effect the other way, or a change in a side signal; inactive means no such curve, though single readings can be large or run the other way; the % refers to the polarisation;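 further: polarization taken with two DNA probes labelled with fluorescein and Texas red; potency means the concentration at half of the fitted maximal effect; % of control where 0% means no effect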
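His-tagged ERG Ets domain (1 uM in the protein solution; 300mM KCl, 50mM Tris-HCl, 1mM EDTA, 1mM DTT, pH 7.5) received compound, then a probe mix of 5 nM fluorescein-DNA and 100nM Texas-615-DNA. Fluorescence polarization was read for both dyes.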
Apoferritin bind: candidate novel general anesthetic via apoferritin binding; apoferritin/1-aminoanthracene competitive binding, fluorescence; Potency, µM (top dose mostly 77.5 µM), for the others: at the top dose activity change, negative = displacement, usual class: inhibitors; 350,000 compounds, 0.074% hits; AID 485281; further: potency means the concentration at half of the fitted maximal effect; on the % scale 0 is the no-effect control and ±100 the full control effect; nearly all actives have a fitted effect of over 20% in size
Target sequence (P02791 2-175 limits assumed): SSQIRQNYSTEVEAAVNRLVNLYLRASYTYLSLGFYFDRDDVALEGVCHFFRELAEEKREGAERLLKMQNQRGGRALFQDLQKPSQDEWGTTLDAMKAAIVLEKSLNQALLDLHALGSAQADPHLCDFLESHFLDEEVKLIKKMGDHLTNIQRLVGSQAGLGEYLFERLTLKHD
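Steps: apoferritin (10 uM) was premixed with half-saturated 1-AMA in PBS, compounds were pin-transferred, plates stood 10 min at room temperature, fluorescence was read at 380/535 nm, and curves were fitted with a Hill equation.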
BLM helicase inh: Bloom syndrome helicase (human) inhibition | Potency, µM (titrated, usually from 56.1 µM), without a hit: at the top dose activity change, negative = inhibition, actives largely listed as inhibitors | P54132 | recombinant BLM DNA unwinding, fluorescence dequenching | 350,000 compounds, 0.2% hits;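 further: potency means the concentration at half of the fitted maximal effect; plate controls were vehicle for no effect and no enzyme for full effect; nearly all actives have a fitted effect of over 35% in size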
TRHR agonist: activates the human TRH receptor | activation, % at 2 µM | TRHR cells, calcium flux fluo-8, FDSS agonist mode | 360,000 compounds, 0.18% hits; in the data active means activation above about 30%; further: 0% is about no effect
Target sequence (P34981 whole entry, looked up): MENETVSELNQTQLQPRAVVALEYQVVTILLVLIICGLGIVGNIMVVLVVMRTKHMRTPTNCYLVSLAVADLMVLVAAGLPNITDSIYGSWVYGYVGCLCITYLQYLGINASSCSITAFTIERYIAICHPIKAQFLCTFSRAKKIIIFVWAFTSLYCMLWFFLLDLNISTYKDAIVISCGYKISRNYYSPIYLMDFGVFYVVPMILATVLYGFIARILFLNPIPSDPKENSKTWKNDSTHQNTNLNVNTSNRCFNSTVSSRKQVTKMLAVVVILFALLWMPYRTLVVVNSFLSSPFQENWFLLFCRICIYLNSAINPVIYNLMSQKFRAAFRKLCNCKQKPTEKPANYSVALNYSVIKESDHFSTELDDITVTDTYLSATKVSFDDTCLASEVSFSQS
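Fluo-8-loaded TRHR cells; 10 s baseline, compound added, kinetic Ca2+ fluorescence read 1/s, agonist mode.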
APE1 inh: blocks human APE1 abasic DNA cleavage. P27695. AID 2517. Potency, µM (doses to about 65.8 µM), without a hit: top-dose activity change, negative = inhibition, usual class: inhibitors. 350,000 compounds, 0.35% hits. recombinant APE1, TAMRA/BHQ-2 abasic DNA cleavage fluorescence;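 further: potency means the concentration at half of the fitted maximal effect; plate controls were vehicle for no effect and reference inhibitor for full effect; nearly all actives have a fitted effect of over 55% in size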
Target sequence (P27695 whole entry, looked up): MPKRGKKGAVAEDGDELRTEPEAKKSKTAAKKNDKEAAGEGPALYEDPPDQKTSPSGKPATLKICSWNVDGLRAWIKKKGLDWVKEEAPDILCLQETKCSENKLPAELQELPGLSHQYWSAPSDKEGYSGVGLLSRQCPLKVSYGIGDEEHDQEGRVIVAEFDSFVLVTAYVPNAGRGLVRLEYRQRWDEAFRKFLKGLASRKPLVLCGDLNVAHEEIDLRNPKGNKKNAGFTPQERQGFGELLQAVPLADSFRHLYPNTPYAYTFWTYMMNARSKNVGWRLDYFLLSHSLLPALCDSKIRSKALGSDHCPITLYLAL
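APE1 at 0.75 nM final was preincubated with compound 15 min at room temperature, then 50 nM double-stranded THF abasic-site substrate (5'-TAMRA/3'-BHQ-2) was added. Fluorescence (ex 525/em 598 nm) was read kinetically; third-minus-first read gave activity.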
POLK inh: inhibitors of human DNA polymerase kappa; Q9UBT6; purified Pol kappa, fluorescent DNA synthesis assay, 10 min; Potency, µM (doses to about 107 µM), for the others: at the top dose activity, negative = inhibition, usual class: inhibitors; 400,000 compounds, 0.53% hits; further: potency means the concentration at half of the fitted maximal effect; on the % scale 0 is the no-effect control and ±100 the full control effect
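Here, compound and 10 nM enzyme are combined for 15 min at room temperature; adding 50 nM substrate (final) starts DNA synthesis, tracked by fluorescence at 0 and 10 min against buffer-only wells.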
POLB inh: blocks human DNA polymerase beta activity; AID 485314; Potency, µM (top dose mostly 114 µM), inactives show at the top dose activity change, negative = inhibition, most hits filed as inhibitors; Pol beta primer extension/strand displacement, fluorescence kinetic; 340,000 compounds, 1.3% hits; P06746; further: potency means the concentration at half of the fitted maximal effect; on the % scale 0 is the no-effect control and ±100 the full control effect
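Curves were derived by four-parameter Hill fits of normalized qHTS data. The kinetic fluorescent primer-extension read was taken at 0 and 10 min after 50 nM substrate, following a 15 min room-temperature preincubation of 10 nM enzyme with compounds.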
Pol iota inh: blocks human DNA polymerase iota activity; 390,000 compounds, 1% hits; Q9UNA4; Pol iota fluorescent replication assay, 10 min; AID 588590; Potency, µM (top dose mostly 115 µM), for the others: top-dose activity, negative = inhibition, usual class: inhibitors; further: potency means the concentration at half of the fitted maximal effect
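Fluorescent replication assay read twice, at 0 min and 10 min after adding 50 nM (final) substrate. Enzyme (10 nM) and compounds were first incubated 15 min at room temperature; enzyme-free buffer wells were negative controls.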
Active calls of the source: *; ? = inconclusive; nt = not tested or not shown; & = joins results of further samples; [ ] = dose if it differs, or a comment. Unless noted, the call rests on the fitted dose curve; in most records, active means well fitted curve in the direction sought with a large enough effect; inconclusive means small, poorly fitted or top-dose-only effect, or another doubt; inactive means no such curve, though single readings can be large; an effect the other way counts as inactive or inconclusive. An excerpt; count on the stated rates, not on these rows.

SMILES	ALOX12 inh	ERG-DNA inh	Apoferritin bind	BLM helicase inh	TRHR agonist	APE1 inh	POLK inh	POLB inh	Pol iota inh
COc1cccc(C(c2nnnn2C(C)(C)C)N2CCN(C3CCCCC3)CC2)c1OC (stereo not drawn)	11%	-7%	-15%	1%	-0.2	6%	-14%	21%	13%
Nc1ccc(-c2nnn(CC(=O)N3CCCCC3)n2)cc1	5%	14%	-17%	-6%	0.6	21%	-12%	0%	-8%
CCOc1ccccc1OCC(=O)Nc1cc(S(=O)(=O)N2CCCCC2)ccc1N1CCN(CC)CC1	?	-16%	nt	nt	0.0	21%	-5%	nt	5%
CC1Cc2ccccc2N1C(=O)CSc1nnc(NC(=O)Cc2cccs2)s1 (stereo not drawn)	0%	-2%	-20%	-6%	0.1	?	?	-15%	?
CC(C)(C)OC(=O)C[C@H]1C/C=C\C[C@@H](CC(=O)N(CCO)Cc2ccccc2)C(=O)N[C@H](Cc2ccccc2)COC1=O	-11%	-3%	nt	nt	nt	?	-17%	nt	?
CCC1CCCCN1CCCNC(=O)C(C)n1nc(C)c2sc3ccccc3c2c1=O (stereo not drawn)	-25%	-4%	-3%	16%	0.2	88%[activator]	8%	1%	12%
CC(=O)Nc1c(C)cc(OCC(=O)O)cc1C	14%	11%	3%	-1%	0.2	-1%	-11%	-4%	27%
Cc1ccnc(NC(=O)CNC(=O)COc2ccccc2)c1	-26%	-6%	nt	nt	-0.6	-5%	0%	nt	-3%
CCn1c2ccccc2c2nnc(SCC(N)=O)nc21	-6%	nt	-12%	-3%	-0.4	0%	2%	?	-25%
CCCN1CCN(CCCNC(=O)c2ccc(NC(=O)C3=C(C)OCCS3)cc2)CC1	9%	-11%	-11%	3%	0.4	35%	-4%	0%	32%[activator]
CC(=O)c1ccc(NCCC(=O)c2ccccc2)cc1	0%	-12%	-4%	-21%	0.3	-4%	3%	-6%	-23%
COc1ccccc1N(C)S(=O)(=O)c1ccc(C(=O)N(C)Cc2ccc(OC(F)F)cc2)cc1	-10%	4%	nt	nt	0.7	-4%	-8%	nt	0%
COc1ccc(NC(=O)C(C)Sc2cc(-c3ccccc3)nc(C)n2)cc1Cl (stereo not drawn)	-24%	0%	-14%	-12%	-0.7	nt	-37%	7%	?
O=[N+]([O-])c1sccc1CS(=O)(=O)c1ccccc1	0%	-11%	3%	0%	0.7	11%	-4%	49%	37%[activator]
CC(=O)Nc1ccc(Oc2sc(C(=O)c3ccccc3)c(N)c2C#N)cc1	?	-4%	-14%	-5%	1.4	10%	1%	26%	7%
Cc1c(C(C)NC(=O)Nc2ccc(F)cc2F)cnn1C (stereo not drawn)	-8%	10%	7%	2%	1.4	0%	-9%	15%	10%
CCC(C(=O)NCc1ccc(F)cc1)N(CCc1ccccc1)C(=O)c1snc(C(N)=O)c1N (stereo not drawn)	-8%	-11%	3%	-9%	-1.8	13%	-9%	6%	85%[activator]
Cc1ccc(C(=O)N2CCN(c3ccccc3F)CC2)cc1S(=O)(=O)N1CCOCC1	?	4%	-4%	-3%	-0.5	-12%	-17%	6%	14%
CCN(CC)S(=O)(=O)c1cc(NC(=O)CCc2c(C)noc2C)ccc1C	-3%	-5%	nt	nt	nt	44%[activator]	-1%	nt	15%
O=C(NC1CCCC1)c1ccc2nc[nH]c2c1	0%	-3%	6%	-1%	1.0	6%	-4%	-1%	-7%
COc1cccc(C(=O)N[C@@H](C)C(=O)N2CCC3(CC2)NCCc2[nH]cnc23)c1	-5%	7%	9%	-3%	0.4	7%	-10%	34%	13%
Cc1cc(NC(=O)COC(=O)c2cc([N+](=O)[O-])ccc2N2CCOCC2)ccc1Br	?	3%	nt	nt	0.0	-13%	5%	nt	-3%
CC(NC(=O)C(c1ccccc1)c1ccccc1)C(=O)O (stereo not drawn)	-4%	nt	-6%	-1%	0.8	3%	-4%	1%	1%
COc1ccc(Cl)cc1N=Nc1ncc[nH]1	?	nt	-11%	2%	nt	16%&-3%	3%&-16%[19.4 µM]	nt	nt
CCOc1cc(S(=O)(=O)Nc2ncn[nH]2)ccc1Br	-21%	8%	0%	-3%	0.3	18%	-9%	33%	3%
CN(C(=O)C1CCN(S(=O)(=O)c2ccccc2)CC1)c1c(N)n(Cc2ccccc2)c(=O)[nH]c1=O	?	-9%	nt	nt	0.6	16%	-3%	nt	-7%
Cc1cc(=O)[nH]c(SCC(=O)Nc2nc(-c3ccccc3)c(-c3ccccc3)o2)n1	-12%	0%	2%	1%	0.3	5%	-5%	24%	12%
c1ccc2c(c1)nnn1c3ccccc3nc21	nt	nt	?	-3%	0.1	0%	nt	0%	nt
Cc1oc(-c2ccc(Cl)cc2)nc1CS(=O)CC(=O)NCc1cccs1 (stereo not drawn)	1%[57.4 µM]	2%	-17%	-2%	-0.3	22%	0%	27%	-17%
COCCNC(=O)Cn1nc(-c2ccc(C)cc2)ccc1=O	nt	6%	?	-2%	-0.2	4%	-4%	?	36%[activator]
O=c1cc(Cn2ccnc2)c2cc(O)ccc2o1	8%	2%	4%	0%	-2.1	38%[activator]	6%	8%	-18%
Cc1c(Cl)cccc1NC(=O)Nc1ccc(C(=O)N2CCCC2)cc1	-23%	1%	-5%	-1%	-0.8	1%	-17%	-12%	4%
CCc1sc(NC(C)=O)nc1-c1ccccc1	-12%	-3%	-3%	-2%	-0.3	6%	-14%	0%	-1%
O=C(OCc1ccccc1)/C(=C/c1ccc(Cl)cc1)NC(=O)c1ccccc1Cl	0%	-2%	-12%	-2%	0.9	4%	-2%	29%	-13%
COC(=O)c1ccc(S(=O)(=O)NCc2ccc(S(N)(=O)=O)cc2)o1	384%[activator]	-2%	-8%	-8%	0.3	-1%	-12%	-8%	32%[activator]
CCC(=O)N1CCc2cc(Br)cc(S(=O)(=O)CCC(=O)Nc3cccc(CC)c3)c21	-19%	-2%	54%[activator]	2%	-0.4	nt	8%	-12%	28%
O=C(CSc1ccc([N+](=O)[O-])cn1)Nc1ccc2c(c1)OCCO2	?	-1%	-13%	-4%	-1.3	4%	1%	7%	-4%
CCCCn1nnc(NC(=O)c2ccc([N+](=O)[O-])cc2Cl)n1	26%	-9%	-23%	3%	0.0	9%	18%	3%	-11%
CN(C)CCCNc1c2c(c(C#N)c3nc4ccccc4n13)CCC2	nt	nt	31%[activator]	0%	2.5	-7%	nt	0%	nt
COc1cc(Cc2nccc3cc(OC)c(OC)cc23)c(S(=O)(=O)O)cc1OC	4%	3%	0%	-10%	1.0	-6%	-19%	18%	128%[activator]
Cc1ccc(S(=O)(=O)N2CCN(C(=O)c3cccs3)CC2)cc1C	0%	0%	-12%	-2%	-0.5	-1%	-1%	-1%	110%[activator]
CCn1c(=O)c2cc(C(=O)NCCCN3CCC(C)CC3)sc2c2ccccc21	-6%	-13%	-13%	49%[activator]	-0.1	nt	4%	17%	-1%
Clc1cccc(N2CCN(c3c4c(nc5nncn35)CCC4)CC2)c1	-29%	3%	-11%	3%	-2.3	nt	-13%	1%	-10%
COC(=O)CCCNC(=O)c1ccc2[nH]c(C)c(C)c2c1	2%	-12%	-9%	3%	0.0	6%	-11%	-31%	169%[activator]
N#C/C(=C\c1cn(CC(=O)N2CCCCC2)c2ccccc12)C(=O)NCc1ccc2c(c1)OCO2	-1%	21%	-9%	1%	-0.7	10%	-9%	3%	7%
O=C(Nc1ccc(NC(=O)c2ccc(Cl)cc2Cl)cc1)c1ccc2c(c1)OCO2	?	6%	30%[activator]	2%	1.8	-14%	1%	60%	37%[activator]
Cn1c(=O)c2c(nc(N3CCN(Cc4ccccc4)CC3)n2CCSc2ncccn2)n(C)c1=O	nt	nt	-10%	-3%	0.5	1%	nt	-1%	nt
Oc1ccc(N=Cc2ccc(OCc3ccccc3)cc2)cc1	103%[activator]	14µM*	?	32µM*	-1.0	?	-22%	2%	?
Cc1cc(/C=C(/C#N)C(=O)O)c(C)n1-c1cccc2ccccc12	nt	-14%	-12%	-3%	-0.3	-11%	-3%	30%	106%[activator]
C=CCn1c(O)c(CN2CCN(Cc3ccccc3)CC2)c(C)c(C#N)c1=O	?	10%	-7%	-2%	-0.7	-6%	-12%	3%	?
COCCNC(=O)CCCn1c(=O)c2cc(OC)c(OC)cc2n(CC(=O)NCCC2=CCCCC2)c1=O	6%	0%	-3%	-3%	-0.4	-3%	-2%	1%	59%[activator]
CCC1CCC(C(=O)NNC(=O)OC)CC1 (stereo not drawn)	-10%	2%	-13%	-1%	0.3	0%	2%	2%	-5%
O=C(NCCc1c[nH]c2ccccc12)C1Cc2ccccc2CN1C(=O)c1ccco1 (stereo not drawn)	-16%	-11%	-15%	1%	-0.6	-3%	-21%	1%	2%
CCC(C)(C)NC(=O)CN(C(=O)CNS(=O)(=O)c1ccc(C)cc1)c1ccc2c(c1)OCCO2	1%	-6%	?	-2%	0.2	14%	-10%	-5%	0%
COC(=O)C1(C)CCc2cc(OC)ccc2C1=O (stereo not drawn)	-9%	1%	-2%	1%	-0.2	-10%	-1%	6%	177%[activator]
CCc1ccc(-c2cc3c(=O)n(CC(=O)NCCCN4CCC(Cc5ccccc5)CC4)nc(C)n3n2)cc1	-30%	6%	-8%	-1%	0.8	11%	6%	34%	?
Cn1c(N2CCN(S(=O)(=O)c3ccc(Cl)cc3)CC2)nc2ccccc21	-13%	-10%	-8%	-7%	-1.2	0%	-12%	2%	167%[activator]
